M17LAP inhibition – P. falciparum M17LAP inhibitors, primary screen, biochemical, fluorogenic H-Leu-NHMec substrate, 1536-well (AID 1619); one-dose inhibition, % at 30 µM; IC50 in µM for titrated hits; recombinant M17LAP, H-Leu-NHMec fluorogenic kinetic assay; higher % means a stronger effect; 0.38% of 220,000 active;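 active means compound inhibiting the enzyme by more than half at any dose during confirmatory dose-response retesting; inconclusive means strong single-dose inhibitors picked by rank but not retested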;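 further: plate controls were full reaction with DMSO carrier for no effect and no enzyme background for full effect; strong numbers were not always called active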
human PMI inhibition – inhibitors of human PMI, primary screen, biochemical, fluorescence intensity, coupled assay (AID 1209); purified PMI enzyme, coupled fluorescence intensity; higher % means a stronger effect; one-dose inhibition, % at 20 µM; IC50 in µM for titrated hits; 0.42% of 190,000 active;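 further: plate controls were DMSO vehicle for no effect and wells lacking substrate for full effect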
human PMI inhibitors – MPI inhibition at elevated mannose 6-phosphate – biochemical, fluorescence intensity, high mannose 6-phosphate, primary screen (AID 1220); inhibition, % at 20 µM; hits with a dose series show IC50 in µM; recombinant PMI enzyme, coupled fluorescence intensity; higher % means a stronger effect; 0.66% of 190,000 active
AID2073 – disruptors of CaV2.2 binding to Mint1 – biochemical, HTRF (AID 2073). HTRF protein-protein interaction, Mint1-CaV2.2; higher % means a stronger effect. 0.19% of 290,000 active. inhibition, % at 20 µM, or IC50 in µM where a hit was titrated; in the data active means inhibition mostly above about 51%, no sharp cut-off; inconclusive means no clear call, values can overlap the other calls; inactive means mostly below about 53%; further: some results filed as inactive read as strong as hits
Siah-1 displacement – Siah-1 peptide-binding antagonists, primary screen, biochemical, fluorescence polarization, rhodamine-plectin, uHTS (AID 1817) | Siah-1 / rhodamine-plectin peptide fluorescence polarization; higher % means a stronger effect | displacement, % at 20 µM; hits with a dose series show IC50 in µM | 0.02% of 290,000 active;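 active means displacement of at least 50% at 20 µM, with a fluorescence ratio check between 0.3 and a set limit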;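 further: plate controls were Siah plus tracer with DMSO for no effect and tracer alone without Siah for full effect; strong numbers were not always called active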
LYP inhibition – PTPN22 lymphoid phosphatase activity blockers – biochemical, fluorescence intensity, uHTS (AID 1779) | recombinant LYP phosphatase, fluorescence intensity; higher % means a stronger effect | 0.054% of 290,000 active | inhibition, % at 11.5 µM, or IC50 in µM where a hit was titrated;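 further: plate controls were vehicle with enzyme for no effect and no enzyme for full effect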
Dynein cargo inh – dynein cargo transport inhibition; 3617.4 mouse cells, GR-EGFP nuclear translocation imaging; test concentration mostly 20 µM; stimulated with dexamethasone, 1 µM; stronger effect = lower value; AID 1381; z-score, hits read low; 0.47% of 220,000 active;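 active means plate z-score of nuclear minus cytoplasmic receptor signal below a set negative limit, without overly bright fluorescence or cell loss, cut at about -3.5 in these data, passing the limit was not always enough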;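 further: z-score of nuclear minus cytoplasmic ring GR-EGFP intensity difference per well; some compounds called inactive have numbers as strong as hits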
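Schedule: 48 h induction, then 1 h compound, then 30 min agonist, 37 °C. Buffer or medium: tetracycline-free induction medium containing charcoal-stripped FBS. Reagent: 1.0 µM final dexamethasone stimulus. Evaluation: nuclear versus cytoplasmic GR-EGFP signal, averaged per well. Signal: high-content fluorescence imaging after fixation.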
XIAP antagonists – XIAP antagonists, biochemical, IAP family, fluorescence polarization (AID 1018); XIAP BIR domain, fluorescence polarization peptide displacement; higher % means a stronger effect; displacement, % at 20 µM, or IC50 in µM where a hit was titrated; 0.007% of 200,000 active; in the data active means displacement above about 50%; further: a part of the inactive calls stands beside numbers as strong as those of hits
M1AAP inhibition – malaria alanyl aminopeptidase activity blockers – biochemical, fluorogenic H-Leu-NHMec substrate, 1536-well (AID 1445) | recombinant M1AAP, H-Leu-NHMec fluorogenic kinetic assay; higher % means a stronger effect | one-dose inhibition, % at 30 µM; IC50 in µM for titrated hits | 0.42% of 220,000 active;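 active means primary inhibition above the hit cutoff, then over 50% inhibition at one or more dose response concentrations, cut at about 23% in these data, passing the limit was not always enough; inconclusive means conflicting primary data, or primary hits not chosen for dose response; inactive means low primary inhibition, or under 50% at every dose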;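 further: plate controls were DMSO full reaction for no effect and no enzyme background for full effect; strong numbers were not always called active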
Dynein cargo inh cytoplasmic EGFP – also measured in Dynein cargo inh; calls as there; z-score; measured here: cytoplasmic GR-EGFP intensity; stronger effect = higher value
Dynein cargo inh nuclear GR-EGFP – further read-out of Dynein cargo inh, marked with its call; z-score; measured here: nuclear GR-EGFP intensity;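 lower value marks the stronger effect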
Dynein cargo inh cell count – further read-out of Dynein cargo inh, marked with its call; z-score; measured here: cell count per field
* = called active by the depositor; ? = inconclusive; nt = no result given. Unless noted, no stated cut-off is given here; in the data, active means inhibition above about 50%; inactive means the rest.

entry	smiles	M17LAP inhibition	human PMI inhibition	human PMI inhibitors	AID2073	Siah-1 displacement	LYP inhibition
1	O=C(Nc1ccc(-c2nnn(CC(=O)N3CCN(C(=O)c4ccco4)CC3)n2)cc1)c1ccccc1F	7%	9%	5%	9%	4%	0%
2	Cc1ccccc1C(=O)Nc1ccc(N2CCCCCC2)cc1	-11%	14%	24%	-6%	-4%	2%
3	O=C(/C=C/c1ccco1)Nc1cccc(C(=O)Nc2ccccc2C(=O)O)c1	44%	nt	nt	7%	26%	11%
4	O=C(Nc1ccc2oc(-c3ccncc3)nc2c1)c1ccc(F)cc1	-6%	-19%	-11%	24%	11%	-10%
5	COc1ccc(N2C(=O)CCC2=O)cc1	0%	-6%	-2%	-1%	-1%	-8%
6	O=C(CSc1nc2ccccc2c(=O)[nH]1)N1CCCCC1	21%	6%	8%	-3%	-1%	-6%
7	Cc1ccc(S(=O)(=O)N2CCOCC2)cc1C(=O)N1C(=O)c2cccc(N)c2C1=O	-11%	12%	23%	13%	-5%	-7%
8	COC(=O)c1ccc(Cn2cc(Cl)cn2)o1	11%	nt	nt	-2%	-2%	-2%
9	CC(C)(C)c1ccc(-c2nnc3sc(-c4ccccn4)nn23)cc1	10%	12%	18%	11%	4%	9%
10	O=C(O)CCc1nn2c3ccccc3n(CC(=O)O)c2nc1=O	2%	-20%	-5%	19%	0%	0%

entry	Dynein cargo inh	Dynein cargo inh cytoplasmic EGFP	Dynein cargo inh nuclear GR-EGFP	Dynein cargo inh cell count	XIAP antagonists	M1AAP inhibition
1	1.3	-0.18	1.1	-1.5	-0.3%	4%
2	-0.061	0.1	0.5	-0.96	-14%	6%
3	-0.1	-0.25	-0.16	-0.19	nt	?
4	-0.53	-0.3	-0.16	0.32	-6.9%	15%
5	0.032	-0.27	0.39	-0.69	-1.7%	1%
6	0.64	-0.21	0.59	-0.15	-2.0%	5%
7	-0.27	-0.4	-0.26	1.2	-3.7%	6%
8	-0.69	-0.23	-0.37	0.45	nt	8%
9	0.25	-0.13	0.35	-0.6	6.1%	4%
10	1.3	-0.26	0.69	-0.27	-11%	-3%

Next section.
entry	smiles	M17LAP inhibition	human PMI inhibition	human PMI inhibitors	AID2073	Siah-1 displacement	LYP inhibition
11	CCOC(=O)N1CCN(CC(O)COc2ccccc2C(C)(C)C)CC1 (stereo unspecified)	11%	1%	11%	-3%	-2%	-5%
12	CCOc1ccccc1CNC(=O)CCCc1cn(C)c2ccccc12	-3%	-2%	-2%	-10%	-8%	-12%
13	C[C@H]1C(=O)N(C)CCN1C(=O)c1ccccc1OC1CCN(S(C)(=O)=O)CC1	17%	4%	5%	-18%	-2%	-4%
14	NC(=O)CSc1nnc(-c2ccncc2)o1	0%	-3%	-10%	14%	-2%	-7%
15	COc1ccc2[nH]c(=O)c(CN(C(=O)C3CCCO3)c3cccc(C)c3)cc2c1 (stereo unspecified)	nt	4%	0%	-7%	4%	-12%
16	NS(=O)(=O)c1cccc(NC(=O)COC(=O)CCCc2c[nH]c3ccccc23)c1	-5%	0%	8%	27%	-2%	4%
17	Cc1ccc(NC(=O)C2CCCN(C(=O)c3ccc(Cl)cc3)C2)cc1C (stereo unspecified)	-3%	12%	13%	-1%	4%	-7%
18	CCCCCCC(=O)N1CCCC(c2nc(-c3cccc(OC)c3)no2)C1 (stereo unspecified)	3%	nt	nt	16%	-6%	-1%
19	O=c1cc(-c2ccc(O)c(-c3c(O)cc(O)c4c(=O)cc(-c5ccc(O)cc5)oc34)c2)oc2cc(O)cc(O)c12	13%	-12%	-1%	25%	20%	0%
20	O=C(O)Cc1sc(-c2ccc(C(=O)O)cc2)nc1-c1ccccc1	-2%	1%	2%	7%	-4%	-10%

entry	Dynein cargo inh	Dynein cargo inh cytoplasmic EGFP	Dynein cargo inh nuclear GR-EGFP	Dynein cargo inh cell count	XIAP antagonists	M1AAP inhibition
11	0.37	-0.28	-0.19	0.14	-7.1%	3%
12	0.62	-0.23	1.2	-0.69	-5.9%	-3%
13	-0.14	-0.22	0.045	0.55	-8.3%	0%
14	-1.1	-0.32	-0.6	1.1	-0.6%	5%
15	nt	nt	nt	nt	-2.4%	nt
16	1.3	-0.28	0.92	-0.52	-8.4%	5%
17	-0.25	-0.35	0.37	-0.069	-6.1%	5%
18	-0.28	-0.8	-0.32	-0.46	nt	-3%
19	0.64	-0.24	0.62	0.12	-7.8%	108µM*
20	0.27	-0.25	0.32	0.36	-3.8%	-4%

(continued)
entry	smiles	M17LAP inhibition	human PMI inhibition	human PMI inhibitors	AID2073	Siah-1 displacement	LYP inhibition
21	CN1C(=O)c2ccccc2N(C)C1c1cccs1 (stereo unspecified)	-70%	-1%	10%	0%	-1%	-4%
22	O=C(c1ccco1)c1cn[nH]c1-c1ccc(Cl)cc1O	101µM*	12%	9%	-3%	-1%	-6%
23	CCCCOc1ccc(/C(O)=C2/C(=O)C(=O)N(CCCOC)C2c2ccncc2)cc1 (stereo unspecified)	21%	-13%	-21%	13%	3%	4%
24	CCOC(=O)c1ccc(N2C(=O)c3n[nH]c(C)c3C2c2ccc(OC)cc2)cc1 (stereo unspecified)	-4%	7%	3%	-4%	-9%	-2%
25	Cc1cc(/C=C2\Cc3ccccc3C2=O)c(C)n1-c1ccccc1	5%	-10%	3%	9%	1%	1%
26	CN(CC(=O)Nc1cccc(F)c1)CC(=O)Nc1cccc(S(N)(=O)=O)c1	-2%	nt	nt	1%	4%	-6%
27	CC1=CC(=C2C(=O)c3ccccc3C2=O)C=C(C)N1Cc1ccco1	16%	-23%	-59%	-58%	-3%	-4%
28	CCC(=O)Nc1ccc(C(=O)c2ccccc2)cc1	10%	14%	8%	2%	-3%	-4%
29	CCc1c(C(=O)N2CCOCC2)csc1C	-1%	4%	6%	23%	-1%	-10%
30	Cc1nn(-c2ccccc2Cl)c(Cl)c1/C=N/Nc1nc2ccccc2s1	7%	-7%	3%	-5%	-6%	-2%

entry	Dynein cargo inh	Dynein cargo inh cytoplasmic EGFP	Dynein cargo inh nuclear GR-EGFP	Dynein cargo inh cell count	XIAP antagonists	M1AAP inhibition
21	-0.1	-0.23	0.089	0.11	-4.9%	-4%
22	0.14	-0.45	0.25	-0.41	-7.7%	12%
23	-0.67	-0.15	-0.012	0.12	-5.6%	0%
24	-0.5	-0.25	-0.13	-0.13	-9.7%	-2%
25	0.83	0.015	0.55	-1.2	-1.9%	4%
26	-0.36	-0.73	-0.37	-0.44	nt	1%
27	0.46	-0.26	0.76	-0.73	-5.0%	4%
28	0.66	0.67	0.24	0.099	-1.2%	-6%
29	-0.75	-0.22	-0.38	0.82	-4.3%	0%
30	-0.54	-0.3	-0.51	0.33	-6.0%	1%

Of the compounds above, these have an aryl thioether with sulfur outside any ring:
entry	smiles	M17LAP inhibition	human PMI inhibition	human PMI inhibitors	AID2073	Siah-1 displacement	LYP inhibition
6	O=C(CSc1nc2ccccc2c(=O)[nH]1)N1CCCCC1	21%	6%	8%	-3%	-1%	-6%
14	NC(=O)CSc1nnc(-c2ccncc2)o1	0%	-3%	-10%	14%	-2%	-7%

entry	Dynein cargo inh	Dynein cargo inh cytoplasmic EGFP	Dynein cargo inh nuclear GR-EGFP	Dynein cargo inh cell count	XIAP antagonists	M1AAP inhibition
6	0.64	-0.21	0.59	-0.15	-2.0%	5%
14	-1.1	-0.32	-0.6	1.1	-0.6%	5%

Next section.
entry	smiles	M17LAP inhibition	human PMI inhibition	human PMI inhibitors	AID2073	Siah-1 displacement	LYP inhibition
31	CCCOc1ccc(-c2nc(C#N)c(N3CCC(C(N)=O)CC3)o2)cc1	10%	7%	0%	-1%	-2%	-4%
32	COc1ccccc1-c1cc2nc(C)c(CCC(=O)NC(C)CCc3ccco3)c(C)n2n1 (stereo unspecified)	2%	1%	-1%	8%	1%	6%
33	CCOC(=O)C1CCN(C(=O)COc2ccc([N+](=O)[O-])cc2)CC1	4%	-8%	-8%	-8%	-2%	-3%
34	CCN(CC)C(=S)SC1=CCS(=O)(=O)C1	-3%	102%*	25µM*	-4%	8%	-9%
35	O=C(N/N=C/C(Br)=C\c1ccccc1)c1n[nH]c2c1CCC2	8%	2%	0%	-18%	-6%	-3%
36	CCCCn1ccnc1C(=O)c1cc(S(=O)(=O)N2CCOCC2)ccc1C	-3%	2%	-4%	3%	6%	2%

entry	Dynein cargo inh	Dynein cargo inh cytoplasmic EGFP	Dynein cargo inh nuclear GR-EGFP	Dynein cargo inh cell count	XIAP antagonists	M1AAP inhibition
31	-0.036	-0.41	0.12	0.13	2.8%	1%
32	-0.24	-0.15	-0.11	-0.17	1.7%	11%
33	1	-0.15	1.2	-1.5	-2.7%	6%
34	-0.49	-0.23	-0.13	0.47	-5.5%	-1%
35	2.7	0.66	2.3	-2.4	-8.6%	1%
36	-0.37	-0.18	-0.098	0.23	-7.0%	5%

Records 35 to 36, reprinted for reference:
entry	smiles	M17LAP inhibition	human PMI inhibition	human PMI inhibitors	AID2073	Siah-1 displacement	LYP inhibition
35	O=C(N/N=C/C(Br)=C\c1ccccc1)c1n[nH]c2c1CCC2	8%	2%	0%	-18%	-6%	-3%
36	CCCCn1ccnc1C(=O)c1cc(S(=O)(=O)N2CCOCC2)ccc1C	-3%	2%	-4%	3%	6%	2%

entry	Dynein cargo inh	Dynein cargo inh cytoplasmic EGFP	Dynein cargo inh nuclear GR-EGFP	Dynein cargo inh cell count	XIAP antagonists	M1AAP inhibition
35	2.7	0.66	2.3	-2.4	-8.6%	1%
36	-0.37	-0.18	-0.098	0.23	-7.0%	5%

Record cards, from the list above. Order of values: M17LAP inhibition, human PMI inhibition, human PMI inhibitors, AID2073, Siah-1 displacement, LYP inhibition, Dynein cargo inh, Dynein cargo inh cytoplasmic EGFP, Dynein cargo inh nuclear GR-EGFP, Dynein cargo inh cell count, XIAP antagonists, M1AAP inhibition
`CCCCn1ccnc1C(=O)c1cc(S(=O)(=O)N2CCOCC2)ccc1C` is entered as -3%, 2%, -4%, 3%, 6%, 2%, -0.37, -0.18, -0.098, 0.23, -7.0%, 5%
`COc1ccccc1-c1cc2nc(C)c(CCC(=O)NC(C)CCc3ccco3)c(C)n2n1` (stereo unspecified) is entered as 2%, 1%, -1%, 8%, 1%, 6%, -0.24, -0.15, -0.11, -0.17, 1.7%, 11%
